# Pf growth 96h – inhibits malaria parasite growth, 96 h. AID 504834. 6.9% of 320,000 active. Potency, µM (top dose mostly 28.7 µM), without a hit: at the highest dose activity change, negative = inhibition, most hits filed as inhibitors. P. falciparum luciferase reporter growth, 96 h; further: potency means the concentration at half of the fitted maximal effect; on the % scale 0 is the no-effect control and ±100 the full control effect
#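 Plates of compound plus infected erythrocytes (2% hematocrit, 0.05% parasitemia final) incubate 96 hours, 37 C, 5% CO2. Detection reagent added; reduced luminescence from the parasites' luciferase reporter flags inhibition.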
# Shiga toxin inh – Shiga toxin inhibition | Vero cells, Shiga toxin protein synthesis inhibition reporter | inhibition, % at 38.7 µM | 9.2% of 290,000 active; in the data active means inhibition mostly above about 28%, no sharp cut-off; inactive means mostly below about 43%; further: 0% is about no effect
# Giardia FBPA inh – inhibitors of Giardia lamblia fructose-1,6-bisphosphate aldolase; A8B2U2; purified Giardia FBPA; Potency, µM (highest dose often 59.6 µM), for inactives: at the top dose activity, negative = inhibition, usual class: inhibitors; 0.71% of 290,000 active; AID 2451; further: potency means the concentration at half of the fitted maximal effect; on the % scale 0 is the no-effect control and ±100 the full control effect; nearly all actives have a fitted effect of over 55% in size
# Target sequence (A8B2U2 whole entry, looked up): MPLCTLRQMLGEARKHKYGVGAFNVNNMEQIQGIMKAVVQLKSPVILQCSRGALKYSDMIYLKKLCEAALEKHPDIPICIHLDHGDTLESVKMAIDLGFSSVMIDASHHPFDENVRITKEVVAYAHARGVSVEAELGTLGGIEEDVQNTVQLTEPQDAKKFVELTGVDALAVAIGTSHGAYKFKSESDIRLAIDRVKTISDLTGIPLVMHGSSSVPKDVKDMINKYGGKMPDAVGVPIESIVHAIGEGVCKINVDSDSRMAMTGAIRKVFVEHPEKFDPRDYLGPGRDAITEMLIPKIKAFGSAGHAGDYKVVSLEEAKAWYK
#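 40 nM FBPA preincubated 10 min at RT with compound (up to 57.5 uM final), then substrate plus GAPDH/TPI/NAD/arsenate coupling and diaphorase/resazurin added. Fluorescence read after 20 min at RT, 525/598 nm.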
# Pf growth 48h – P. falciparum growth inhibition at 48 hours (one generation); P. falciparum luciferase growth in erythrocytes, 48 h; Potency, µM (titrated, usually from 28.7 µM), for inactives: top-dose activity change, negative = inhibition, actives largely listed as inhibitors; 5.9% of 310,000 active; further: potency means the concentration at half of the fitted maximal effect; on the % scale 0 is the no-effect control and ±100 the full control effect
#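 Cell-based growth assay: transgenic P. falciparum expressing firefly luciferase, cultured in red cells within RPMI 1640 containing 0.5% w/v Albumax, 24 mM bicarbonate and gentamycin. A drop in luciferase activity indicates inhibition.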
# Cycloheximide cs – counter-screen hit for Shiga toxin inhibitors, cycloheximide. cell reporter, cycloheximide protein synthesis inhibition counterscreen. max response, %. 12% of 300,000 active; in the data active means max response mostly above about 13%, no sharp cut-off; inactive means mostly below about 14%; further: read at 38.3 µM for the half of the compounds with a filed dose; 0% is about no effect
# HCV inhibitor – inhibitors of hepatitis C virus infection; AID 651820; 3.4% of 340,000 active; Huh7.5.1 HCVcc-Cre infection, luciferase reporter, 44 h; Potency, µM (highest dose often 41.8 µM), for the others: at the highest dose activity change, negative = inhibition, most hits filed as inhibitors; further: potency means the concentration at half of the fitted maximal effect; on the % scale 0 is the no-effect control and ±100 the full control effect
#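 Cells (1,000/well) were plated 4 h before compound, then infected with HCVcc-Cre virus (~0.5 moi). After 44 h further culture, infection was read as luciferase luminescence following a 15 min substrate incubation at room temperature.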
# Numbers without * were called inactive; u = inconclusive; x = no result given; & = joins results of further samples; [ ] = another dose, or the depositor's remark. Unless noted, the call rests on the fitted dose curve; in most records, active means well fitted curve in the direction sought with a large enough effect; inconclusive means small, poorly fitted or top-dose-only effect, or another doubt; inactive means no such curve, though single readings can be large; an effect the other way counts as inactive or inconclusive.
SMILES,Pf growth 96h,Shiga toxin inh,Giardia FBPA inh,Pf growth 48h,Cycloheximide cs,HCV inhibitor
COc1ccc(N(C)S(=O)(=O)c2cccc(C(=O)N3CCN(c4ccccc4)CC3)c2)cc1,u,x,x,10µM*,x,u
COC(=O)C1C(c2ccccc2)C=CC(c2ccccc2)C1C(=O)O (configuration not stated),0%,16,5%,-2%,10,4%
O=C(N/N=C/c1ccc2cccnc2c1)c1nc2ccccc2c(=O)[nH]1,41%[activator],35*,-17%,46%[activator],30*,14%
O=C(O)CCCNC(=O)/C(=C\c1ccc(Cl)cc1)NC(=O)c1ccccc1Br,-8%,-10,11%,4%,-3,9%
COc1ccc2[nH]c(CN3CCN(CC(C)C)C(CCO)C3)c(C)c2c1 (configuration not stated),u,-3,-12%,u,-1,-3%
CN(CCCNC(=O)c1cccc(N2CCCC2=O)c1)c1ccccc1,61%[activator],15,-30%,u,16*,u
Cc1cccc(CSc2nnc3c(n2)[nH]c2ccccc23)c1,1.9µM*,7,6%,1.5µM*,2,-21%
O=C1NC(=O)/C(=C/c2cccc([N+](=O)[O-])c2)N1,u,-10,-7%,u,-5,-2%
COc1cc(CN2CCC(C(=O)N3CCN(c4ccccc4F)CC3)CC2)cc(OC)c1O,16%,-22,u,u,-7,-4%
COC(=O)C(Oc1ccc2c(-c3ccc(OC)cc3)cc(=O)oc2c1)c1ccccc1 (configuration not stated),39%[activator],-10,1%,-10%,0,u
CC(=O)C1=C(C)Nc2ncnn2C1c1cccc(OCc2ccccc2)c1 (configuration not stated),0%,-6,17%,10µM*,-3,1%
Cc1noc(NS(=O)(=O)c2ccc(NC(=O)c3ccc(Br)o3)cc2)c1C,-4%,-3,-17%,0%,1,-1%
COc1cccc2cc(C(=O)N3CCN(c4ccccc4F)CC3)c(=O)oc12,-1%,-4,1%,x,3,-3%
O=C(Nc1ccc(S(=O)(=O)Nc2nccs2)cc1)c1cc(-c2ccccc2Cl)nc2ccccc12,u,-9,-4%,u,-4,-12%
CC1CC(C)CN(CCOc2cccc3ccccc23)C1 (configuration not stated),u,-12,11%,u,-4,-11%
S=C(Nc1ccccc1)Nc1ccc(OCc2ccc(Cl)cc2Cl)cc1,u,-21,-1%,5.9µM*,-8,u
COc1cc(C(=O)Nc2cccc(-c3nc4ncccc4o3)c2C)cc(OC)c1OC,u,-3,5%,7%,-7,u
COc1ccc(/C(C)=N/NC(=S)NCCc2ccccc2)cc1,u,17,-5%,u,4,-12%
COc1ccccc1CNc1ccc2c(c1)CCC2,u,x,u,u,32*,-21%
CCN1CCN(c2ccc(NC(=O)c3ccco3)cc2)CC1,5%,34*,x,86%[activator],42*,-5%
O=c1oc2ccc3ccccc3c2cc1-c1nnc(-c2ccccc2)o1,6%,19,1%,22%,42*,1%
CN(C)CCCO[C@@H]1[C@H]2OC(C)(C)O[C@H]2O[C@@H]1[C@H](O)CO,u,x,x,2%,x,13%
CC1CN(S(=O)(=O)c2ccc(C(=O)N3c4ccccc4CC3C)cc2)CC(C)O1 (configuration not stated),-9%,x,x,-5%,x,25%
COc1ccc2c(c1)c(=O)c(C(=O)c1ccccc1)cn2Cc1ccccc1,u,-10,-3%,-7%,-5,5%
COc1cccc(CN2CC(C(=O)NCc3cccc(N4CCCC4)c3)CCC2=O)c1 (configuration not stated),u,6,3%,u,15,u

# Reformatted field by field: four of the compounds above.
SMILES: CN(C)CCCO[C@@H]1[C@H]2OC(C)(C)O[C@H]2O[C@@H]1[C@H](O)CO
  Pf growth 96h = u
  Shiga toxin inh = x
  Giardia FBPA inh = x
  Pf growth 48h = 2%
  Cycloheximide cs = x
  HCV inhibitor = 13%
SMILES: COc1ccc(N(C)S(=O)(=O)c2cccc(C(=O)N3CCN(c4ccccc4)CC3)c2)cc1
  Pf growth 96h = u
  Shiga toxin inh = x
  Giardia FBPA inh = x
  Pf growth 48h = 10µM*
  Cycloheximide cs = x
  HCV inhibitor = u
SMILES: O=C1NC(=O)/C(=C/c2cccc([N+](=O)[O-])c2)N1
  Pf growth 96h = u
  Shiga toxin inh = -10
  Giardia FBPA inh = -7%
  Pf growth 48h = u
  Cycloheximide cs = -5
  HCV inhibitor = -2%
SMILES: COc1ccc2[nH]c(CN3CCN(CC(C)C)C(CCO)C3)c(C)c2c1 (configuration not stated)
  Pf growth 96h = u
  Shiga toxin inh = -3
  Giardia FBPA inh = -12%
  Pf growth 48h = u
  Cycloheximide cs = -1
  HCV inhibitor = -3%

# (listing goes on)
SMILES,Pf growth 96h,Shiga toxin inh,Giardia FBPA inh,Pf growth 48h,Cycloheximide cs,HCV inhibitor
COc1cc(C(=O)N2CCCN(c3nc4cc(C)ccc4cc3C#N)CC2)cc(OC)c1OC,x,-8,2%,8.3µM*,10,u
CC(C(=O)O)c1ccc(C(=O)c2ccccc2)s1 (configuration not stated),10%,x,x,3%,x,-22%
CCOc1ccccc1NC(=O)COC(=O)/C=C/c1ccc(OC)c(OC)c1,-17%,-17,1%,u,9,u
O=C(O)c1nsc(Cl)c1Cl,u,-3,23%,13%,-9,13%
CC(=O)Nc1ccc(S(=O)(=O)Oc2ccc(/C=N/N=C3/NC(=O)C(CC(=O)O)S3)cc2)cc1 (configuration not stated),35%[activator],-10,13%,-3%,1,0%
Cn1cnc([N+](=O)[O-])c1C(=O)Nc1cccc([N+](=O)[O-])c1,25%,11,1%,37%[activator],3,4%
O=C(NCCN1CCNC1=O)C1CCC(=O)N(Cc2cccc(C(F)(F)F)c2)C1 (configuration not stated),u,-6,4%,23%,2,19%
COc1ccc(/C=C(\C#N)C(=O)NCC(c2ccc(F)cc2)N2CCOCC2)cc1 (configuration not stated),u,-11,-1%,u,4,-4%
COC(=O)c1cc(OC)c(OC)cc1NC(=O)CSc1nnnn1Cc1ccccc1,u,3,-1%,-11%,8,u
O=c1ccn(CCCBr)c(=O)[nH]1,22%,14,-4%,0%,-3,23%
O=C(CSCc1ccc(Cl)cc1)Nc1ccccc1O,153%[activator],21,-6%,0%,13,-3%
COc1cc(CO)cc(Br)c1OCC(=O)Nc1cccc2ccccc12,u,-4,-7%,-14%[5.75 µM],-3,-11%
CC(C)(C)C(=O)Nc1cccc(S(=O)(=O)NC2=NCCC2)c1,15%,x,x,-5%,x,u
CCOc1cc(C(=O)Nc2cc(F)ccc2C)ccc1OCC(=O)N1CCOCC1,0%,x,x,-18%,x,u
CCCC(=O)Nc1ccc(-c2csc(NNC(C)=O)n2)cc1,5%,38,-25%,28%,7,u
CC(C)C(C(=O)Nc1ccc2c(c1)OCCO2)N1C(=O)c2ccccc2C1=O (configuration not stated),27%,-9,4%,7%,1,7%
CCCSc1nc(N2CCOCC2)c2c(c1C#N)CC(C)(C)SC2,u,-31,7%,x,-5,9%
COc1ccc(OCc2nnc(SCC(=O)N3CCCc4ccccc43)n2-c2ccc(C)cc2)cc1,x,-18,-7%,12µM*,6,10µM*
O=C(CSCc1ccccc1)Nc1ccc(Cl)cn1,x,90,-2%,35%[activator],36,5%
CC(c1ccccc1)N1C(=O)CC(Sc2ncccc2C(=O)O)C1=O (configuration not stated),2.1µM*,4,10%,-1%,8,4%
O=C(C1CCCN(S(=O)(=O)c2ccc(F)cc2)C1)N(Cc1cccs1)C1CC1 (configuration not stated),u,18,1%,u,-2,u
COc1ccc(/C(N)=N/OC(=O)c2ccc(OC)c([N+](=O)[O-])c2)cc1OC,32%[activator][5.75 µM],3,4%,u,-3,35µM*
N#CC1=C(N)NC(SCC(=O)Nc2ccc(Br)cc2)=C(C#N)C12CCCCC2,x,-11,-13%,x,-4,u
Cc1ccc(N=C(N)N=C(N)N)cc1,u,-4,7%,9.3µM*,-1,8%
COC(=O)c1ccccc1NC(=O)CCCN1C(=O)C(c2ccccc2)Oc2cccnc21 (configuration not stated),u,10,-3%,-1%,10,-10%

# Record cards (already shown). Order of screens: Pf growth 96h, Shiga toxin inh, Giardia FBPA inh, Pf growth 48h, Cycloheximide cs, HCV inhibitor
# COC(=O)c1ccccc1NC(=O)CCCN1C(=O)C(c2ccccc2)Oc2cccnc21 (configuration not stated) in the list: u, 10, -3%, -1%, 10, -10%
# COc1ccc(/C(N)=N/OC(=O)c2ccc(OC)c([N+](=O)[O-])c2)cc1OC in the list: 32%[activator][5.75 µM], 3, 4%, u, -3, 35µM*

# Continued.
SMILES,Pf growth 96h,Shiga toxin inh,Giardia FBPA inh,Pf growth 48h,Cycloheximide cs,HCV inhibitor
OC(CN1CCOCC1)C12CC3CC(CC(C3)C1)C2 (configuration not stated),u,-18,2%,-8%,-7,2%
COc1ccc(C2=NN(C(C)=O)C(c3ccccc3)C2)cc1 (configuration not stated),u,26*,12%,23%,21*,-9%
CCn1cc(C(=O)NCCCN(CC(C)C)CC(C)C)c(=O)c2cc(S(=O)(=O)N3CCOCC3)ccc21,u,-7,x,-4%,3,7%
CC(C)Cc1nnc(NS(=O)(=O)c2ccc(Cl)cc2)s1,u,-18,2%,10%,-1,17%
CCN1CCN(CCOc2ccc(Br)cc2C)CC1,-3%,-8,u,-20%,-3,u
Cc1ccc(S(=O)(=O)NCCC2(C(C)C)CCOC(C)(C)C2)cc1 (configuration not stated),x,-19,-5%,u,-2,-10%
COc1ccc(-c2cc3nc4n(c(=O)c3s2)CCC4)cc1,u,91*,1%,36%[activator],33*,-7%
Oc1ccc(/C=N/n2cc(-c3ccccc3)[nH]c2=S)cc1,u,13,4%,u,10,-26%
CC(CS(=O)(=O)c1cccc2cccnc12)N1CCCCC1 (configuration not stated),u,-18,-21%,12%,1,3%
CCOC(=O)/C(Sc1nc(-c2ccccc2)cc(-c2ccccc2)c1C#N)=C(\C)O,23%,-6,19%,-2%[0.00184 µM],-5,-27%
CCCNS(=O)(=O)c1ccc(OCC(=O)N2CCN(Cc3ccccc3)CC2)cc1,u,-12,5%,-13%,1,-14%
CCc1ccc(C(=O)NNC(=O)CN2C(=O)NC(CC)(c3ccccc3)C2=O)cc1 (configuration not stated),15%,x,x,18%,x,1%
COc1ccc(NS(=O)(=O)c2cccc(C(=O)NNC(=O)c3ccc(NC(C)=O)cc3)c2)cc1,3%,x,x,-29%,x,-13%
CCOC(=O)C(CC)n1nc(C)n2c(cc3occc32)c1=O (configuration not stated),x,-13,11%,-15%,-1,-17%
CCn1c(NCc2ccco2)nc2ccccc21,u,-1,-1%,-3%,7,3%
Cc1ccc(-c2cc(C(=O)N3CCOCC3)c3ccccc3n2)cc1,x,21,-4%,u,2,-12%
CC(C)=CC(=O)OCC(=O)NC(=O)NC(C)(C)C,u,9,6%,12%,1,21%
CCOc1ccc(NS(=O)(=O)c2ccc(-c3ccc(=O)[nH]n3)o2)cc1,40%,-5,14%,-9%,3,9%
O=C1OC(c2cccc([N+](=O)[O-])c2)C2(CCCC2)C(=O)C12CCCCC2 (configuration not stated),-27%,-6,-1%,u,3,-1%
O=C(NC(=S)N1C[C@H]2C[C@H](C1)c1cccc(=O)n1C2)c1ccc(Cl)cc1Cl,u,2,u,10%,2,31%[activator]
Cc1ccc(-c2csc3nc(SCC(N)=O)n(Cc4ccccc4)c(=O)c23)cc1,10%,-15,0%,13µM*,-2,u
COC(=O)CCCC(=O)Nc1ccc(Br)cc1,-7%,7,6%,48%[activator],3,-13%
COC(=O)C1=C(C)N(Cc2ccc(OC)cc2)C(=O)/C1=C\c1ccco1,u,-4,-6%,u,2,u
O=c1[nH]ccc2c(S(=O)(=O)N3CCCNCC3)cccc12,x,-5&-9,-3%&-12%,x,-5&6,x
C=CCOc1ccc(CNc2ccc3[nH]c(=O)[nH]c3c2)cc1OC,-109%,16,u,-3%,5,-14%
COCCn1c(SCC(=O)Nc2sc(C)c(C)c2C#N)nnc1C(C)C,u,-9,-1%,7%,-3,-13%
Cc1ccc(NC(=O)c2ccc(NS(=O)(=O)c3ccc4[nH]c(=O)[nH]c4c3)cc2)nc1,19%,x,x,9%,x,u
